# Tn7 DDE FP: DD(E)-Tn7 binding inhibition, primary FP screen; P02675; FP displacement of FITC-Tn7 peptide from fibrin DD(E); 0% = median of compound wells per plate; AID 720508; inhibition, % at 8.3 µM; hit rate 0.13% among 370,000;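 active = inhibition above the mean of compounds falling within the control limits plus 3 SD of them, cut at about 14% in these data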;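 note: 0% = plate median of compound wells and 100% = 10 µM Aha-Tn7 peptide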
# Target sequence (P02675 whole entry, looked up): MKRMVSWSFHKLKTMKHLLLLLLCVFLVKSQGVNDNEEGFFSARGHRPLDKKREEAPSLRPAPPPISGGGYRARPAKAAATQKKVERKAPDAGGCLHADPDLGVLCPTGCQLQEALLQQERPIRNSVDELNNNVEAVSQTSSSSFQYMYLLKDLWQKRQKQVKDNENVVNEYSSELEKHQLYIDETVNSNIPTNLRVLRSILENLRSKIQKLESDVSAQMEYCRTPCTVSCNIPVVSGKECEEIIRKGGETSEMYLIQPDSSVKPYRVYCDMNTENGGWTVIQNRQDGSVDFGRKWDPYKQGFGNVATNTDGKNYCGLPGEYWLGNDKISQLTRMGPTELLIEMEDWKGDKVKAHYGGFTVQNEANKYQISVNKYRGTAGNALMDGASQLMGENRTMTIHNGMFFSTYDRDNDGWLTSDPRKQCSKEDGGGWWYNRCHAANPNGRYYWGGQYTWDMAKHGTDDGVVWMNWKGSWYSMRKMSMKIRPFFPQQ
#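 Also added: labelled Tn7 tracer, 0.1 µM; Assay system: human fibrin DD(E) protein; Amount: 2 µM fibrin DD(E); Schedule: 10 min compound pre-incubation, 3 h probe incubation at room temperature; Repeats: one replicate per compound; Read-out basis: percent inhibition; Measured by: fluorescence polarization of the labelled Tn7 tracer.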
# HTRA1 inhibitor: HTRA1 (human) protease inhibition. Q92743. recombinant HTRA1, FP-rhodamine activity-based probe, fluorescence polarization. inhibition, % at 5.96 µM. hit rate 0.5% among 340,000; in the data active = inhibition above about 36%;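 note: 0% = enzyme with DMSO and 100% = wells lacking enzyme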
# ABHD4 inh: inhibitors of mouse ABHD4; Q8VD66; purified mABHD4, FP-Rh probe fluorescence polarization; inhibition, % at 8.92 µM; hit rate 0.54% among 370,000; AID 720543;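 active = inhibition exceeding the mean over every tested compound plus 3 SD, cut at about 30% in these data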;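 note: 0% = plate median of compound wells and 100% = S159A mutant with DMSO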
# Target sequence (Q8VD66 whole entry, looked up): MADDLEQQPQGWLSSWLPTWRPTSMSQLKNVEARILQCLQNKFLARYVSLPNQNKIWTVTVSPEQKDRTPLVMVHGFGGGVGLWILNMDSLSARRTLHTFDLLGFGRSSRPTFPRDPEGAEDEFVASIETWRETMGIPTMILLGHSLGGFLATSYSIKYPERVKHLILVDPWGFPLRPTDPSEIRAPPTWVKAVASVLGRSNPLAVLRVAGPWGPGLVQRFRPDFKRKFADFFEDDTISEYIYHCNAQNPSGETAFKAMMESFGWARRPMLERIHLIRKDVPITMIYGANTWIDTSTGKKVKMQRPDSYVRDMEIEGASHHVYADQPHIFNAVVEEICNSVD
#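 Material: mouse ABHD4 enzyme, wild type; Benchmarks: S159A mutant high control, sample median low control; Buffer or medium: HEPES pH 7.0, NaCl, Pluronic buffer; Signal: fluorescence polarization; Read-out: percent inhibition of probe binding, normalized to plate controls; Timing: pre-incubation 45 min, probe exposure 60 min, at 25 °C; Dosing: 8.92 µM, single dose.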
# PRMT1 inh: inhibitors of human PRMT1 | Q99873 | recombinant PRMT1, activity-based probe fluorescence polarization | inhibition, % at 2.79 µM | hit rate 1.3% among 370,000;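 active = inhibition above about 21% made by adding two undisclosed values, limit read from the data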
# PG9 binder: binds the HIV-1 gp120 antibody PG9; inhibition, % at 6.7 µM; TR-FRET gp120-PG9 antibody binding; hit rate 0.43% among 360,000; in the data active = inhibition above about 8.5%
# TCR-CD3 inh: human TCR-CD3 binding inhibition; TAMRA-labeled TCR probe fluorescence, biochemical; hit rate 0.37% among 360,000; inhibition, % at 9.4 µM; AID 651800; in the data active = inhibition above about 19%;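 note: recombinant mutant TCR 2C K166C tagged with TAMRA read by polarization; 0% = receptor in buffer alone and 100% = receptor with positive control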
# LEDGF integ inh: blocks HIV-1 LEDGF/p75-dependent DNA integration | TR-FRET IN-LEDGF/p75 DNA integration, Eu/Cy5 | inhibition, % at 3.7 µM | hit rate 0.64% among 370,000 | AID 743269;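 active = inhibition above the screen-wide mean plus 3 SD, cut at about 13% in these data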;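 note: signal is the Cy5 over europium emission ratio at 671 and 618 nm; 0% = plate median of compound wells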
# SIAE inh: inhibitors of human sialic acid acetylesterase SIAE; inhibition, % at 9.66 µM; Q9HAT2; SIAE FP-Rh probe binding, fluorescence polarization; hit rate 0.69% among 370,000;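 active = inhibition above a cutoff: mean of compounds within the control limits plus 3 SD of those, cut at about 17% in these data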;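 note: 0% = plate median of compound wells and 100% = probe without SIAE protein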
# TDP2 inh: TDP2 (human) inhibition, absorbance primary screen; recombinant TDP2, T5PNP hydrolysis, p-nitrophenol absorbance 415 nm; inhibition, % at 12.8 µM; hit rate 0.34% among 370,000; AID 720702;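 active = inhibition above the mean of all tested compounds plus 3 SD, set per campaign, cut at about 25% in these data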;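 note: 0% = DMSO with enzyme and 100% = buffer with substrate but no TDP2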
#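 Assay system: recombinant human TDP2 / Reagent: T5PNP substrate at 5 mM, a TopII-DNA adduct mimic / Measured by: epi absorbance from released p-nitrophenol / Evaluation: % inhibition relative to enzyme-containing and enzyme-free wells / Control set: enzyme-free and DMSO wells / Replicates: each compound tested once, singlicate / Schedule: enzyme reaction with compound for 2 h at 37 °C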
# UHRF1 binding: UHRF1 methyl-DNA binding inhibition; Q96T88; UHRF1 binding to methylated oligo, TR-FRET; inhibition, % at 4.4 µM; hit rate 0.75% among 370,000; AID 687016; in the data active = inhibition above about 21%;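 note: UHRF1 SRA domain binding a hemimethylated CpG hairpin DNA probe; 0% = median of test compound wells and 100% = reference inhibitor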
# Numbers without * were called inactive; . = no result given. The order is random, and some 4.2% of all compounds hit somewhere here.
Molecule	Tn7 DDE FP	HTRA1 inhibitor	ABHD4 inh	PRMT1 inh	PG9 binder	TCR-CD3 inh	LEDGF integ inh	SIAE inh	TDP2 inh	UHRF1 binding
O=C(NCCN1CCOCC1)c1ccc2c(c1)N(Cc1cccc(F)c1)C(=O)c1ccccc1S2	-2	-11	-1	0	1.3	-2	1	-10	-7	3
CC1CN(C(=S)Nc2ccccc2)CC(C)O1 (centres undefined)	-3	-1	-1	-8	-1.9	-1	3	1	-3	0
CN(C)C(CNC(=O)c1cccc(C(F)(F)F)c1)c1ccco1 (centres undefined)	-2	2	3	-2	-1.9	-4	3	-1	-3	-3
O=C(NC(=S)Nc1ccccc1N1CCCCC1)c1ccc(-c2cccc([N+](=O)[O-])c2)o1	0	2	2	0	-2.1	-2	-2	-1	8	-2
Cc1ccc(NC(=O)Nc2ccc(Cl)cc2)c(Br)c1	2	1	-6	1	-0.6	0	1	-2	-4	4
Cc1ccc(OC(=O)c2cccc(S(=O)(=O)N3CCCC3)c2)c(-n2nc3ccccc3n2)c1	-7	-21	-12	0	-1.4	5	7	-9	-2	-2
CN(C)C(=O)CSc1nnc(-c2ccc(S(=O)(=O)N3CCCC3)cc2)n1C	8	7	4	-1	-0.6	0	3	-2	-2	-1
O=C(O)CCc1nn2c3ccccc3n(CCN3CCCCC3)c2nc1=O	-1	2	2	0	0.1	2	0	3	2	-4
COc1ccc(N2CCN(c3nc4cc(C)ccc4cc3C=O)CC2)cc1	-1	-1	9	1	-2.6	15	1	12	3	-1
CCOc1ccc(NC(=O)C(C)Sc2nnc(C)n2C)cc1 (centres undefined)	1	1	2	4	-0.5	-8	1	2	-4	2
N/C(Cc1cccc2ccccc12)=N\OC(=O)c1ccccc1F	-6	1	48*	49*	-1.5	15	4	41*	10	-8
COc1ccccc1C(=O)NCCN1CCN(C(=O)c2ccccc2OC)CC1	-4	1	3	2	1.1	-5	-3	0	-2	-1
COc1c(Cl)ccc(Cl)c1C(=O)NC(=O)N1CCOCC1	0	4	3	1	2.9	-5	-4	0	4	2
O=C(NCC1CCCO1)c1csc(Nc2cccc3ccccc23)n1 (centres undefined)	3	-9	-6	0	-1.1	-4	1	5	-3	0
C[C@@H]1CN([C@@H](C)CO)C(=O)c2cc(Br)cnc2O[C@H]1CN(C)C(=O)Nc1ccccc1	4	1	-4	-3	1.9	0	6	4	-5	-1
Cc1ncc([N+](=O)[O-])n1CC(=O)Nc1ccccc1	-3	4	-2	-2	-0.2	2	1	-2	1	1
O=C(c1ccccc1NS(=O)(=O)c1ccc(Br)cc1)N1CCOCC1	4	5	7	-1	0.0	5	-1	5	-5	-2
CC1CCCCC1NC(=O)c1nn(C)c2c1CS(=O)(=O)c1ccccc1-2 (centres undefined)	-1	0	-3	-1	-0.8	-1	1	-3	-11	3
CC(=O)c1c(C(=O)O)[nH]c(C(=O)O)c1C	9	0	0	1	2.7	-4	-5	-3	5	3
O=C(C(=O)N1CCN(c2ccccc2)CC1)c1c[nH]c2ccccc12	-6	0	0	5	-0.2	-9	-4	-6	5	0
C=CCn1c(Sc2ncc([N+](=O)[O-])s2)n[nH]c1=O	6	5	7	75*	-0.6	-3	7	7	2	1
COc1cccc(OC)c1NC(=O)c1ccc(-c2cc(Cl)ccc2Cl)o1	1	.	-65	-1	-2.0	1	-1	-10	2	-4
CCOCCCNc1nc2nc3ccc(C)cn3c(=O)c2cc1C(=O)NCC1CCCO1 (centres undefined)	-4	-1	4	-1	1.2	1	-4	3	6	-5
COc1ccc(-c2noc(CN(C(=O)c3c(-c4ccccc4Cl)noc3C)C(C)C)n2)cc1	3	-21	-8	0	-2.2	1	-2	-8	1	-1
[O-][n+]1cccc(C(O)c2ccccc2)c1 (centres undefined)	-14	8	-2	-4	-0.1	-3	-1	8	-14	1
CCOC(=O)C1(S(=O)(=O)c2ccc(Cl)cc2)CCN(Cc2ccc(Cl)cc2)CC1	-7	-19	-7	-1	-1.1	1	0	5	-11	1
CC(=O)Nc1cc2c(cc1Cl)-c1ccccc1C2O (centres undefined)	-1	-1	2	-7	0.0	3	-1	1	-14	-3
O=C(NC1CCCCCC1)C1c2ccccc2C(=O)N1Cc1cccnc1 (centres undefined)	5	1	4	3	3.0	-4	3	-1	-5	0
CCN1C(=O)[C@H]2[C@@H](c3ccc(OC)cc3)N[C@]3(CCCN(Cc4ccco4)C3=O)[C@H]2C1=O	-3	2	6	4	-1.0	7	-1	-2	4	-1
O=C(CN1CCN(C(=O)c2ccco2)CC1)Nc1ccc(Cl)c(S(=O)(=O)N2CCOCC2)c1	-1	1	3	4	-0.1	-3	-4	-2	-4	4
COc1ccc(S(=O)(=O)NCC(=O)N(CC(=O)NCC2CCCO2)Cc2ccccc2)cc1 (centres undefined)	8	1	-2	0	2.6	-9	0	9	-4	0
O=C(CCNS(=O)(=O)c1ccc(Br)cc1)NCCc1ccccc1	3	0	-6	5	-0.8	-1	-2	3	3	4
COc1ccccc1S(=O)(=O)Cc1ccc(C(=O)N2CCOCC2)o1	4	-1	1	-1	-0.6	6	1	-4	7	2
C[C@@H]1CN([C@@H](C)CO)C(=O)CCCn2nncc2CO[C@H]1CN(C)C(=O)Nc1ccc(N2CCN(C)CC2)cc1	-6	.	1	1	-0.2	-5	-3	10	6	0
COc1ccc(OCc2nnc(SCC(=O)Nc3ccc(C)cc3)o2)cc1	-7	-2	5	3	1.3	-3	-1	1	15	2
O=C(CSc1nnc(Nc2ccccc2)s1)NC1CC1	8	2	5	0	-2.4	12	-1	5	-10	1
Cc1cc(C)nc(NC(=O)NC(=O)c2ccccc2)n1	3	-1	7	-1	2.2	1	-3	-4	13	-4
COc1cccc(CNC(=O)C(=O)NCC(c2ccco2)N2CCOCC2)c1 (centres undefined)	7	5	-4	2	-0.4	-1	-1	-5	-1	4
C[C@H]1CN([C@@H](C)CO)C(=O)CCCn2nncc2CO[C@H]1CN(C)C(=O)c1ccncc1	-5	1	6	-2	-0.7	1	-3	7	7	9
CC(=O)CSc1ncnc2c1cnn2-c1ccccc1	-1	6	5	0	-0.9	7	0	-2	-3	-2
COc1ccccc1NS(=O)(=O)c1ccc(NC(=O)c2[nH]nc(OC)c2[N+](=O)[O-])cc1	2	-3	9	-2	-1.6	-1	0	14	18	0
COc1cc(C(=O)Oc2cc(C)[nH]c(=O)c2[N+](=O)[O-])cc(OC)c1OC	3	1	1	2	-0.7	9	-1	-4	3	0
COC(=O)CC1COc2ccccc2N1C(=O)c1cccc(C(F)(F)F)c1 (centres undefined)	3	3	-3	-1	0.4	2	0	5	6	2
CCc1ccc(N2CC(O)=C(c3nc4ccccc4c(=O)[nH]3)C2=N)cc1	0	-6	7	0	3.5	-1	0	2	-14	1
CCC1CCCCN1C(=O)c1ccccc1OC1CCN(S(C)(=O)=O)CC1 (centres undefined)	-5	6	-2	-1	-1.9	-4	0	-2	-7	2
Cc1ccc(C(=O)NC(C)c2ccccc2)cc1S(=O)(=O)N1CCOCC1 (centres undefined)	-1	3	-2	-2	0.0	-5	2	-3	-8	1
CCOc1ncccc1C(=O)N1CCN(C(=O)c2ccccc2)CC1	-2	7	3	-5	-2.0	2	2	4	0	21*
Cc1onc(-c2cccc(Cl)c2Cl)c1C(=O)O/N=C(\N)c1ccc([N+](=O)[O-])o1	-11	0	-2	0	-3.1	-2	-5	1	2	-3
O=S(=O)([N-]c1nc2ccccc2nc1-[n+]1ccccc1)c1ccc(F)cc1	-6	-1	-8	-2	-1.1	-5	1	-2	-22	3
COC(c1ccccc1)c1nnc(CCC(=O)N2CCN(CCOc3ccccc3)CC2)o1 (centres undefined)	7	2	7	1	-0.1	3	-5	-4	-9	-3

# Later entries
Molecule	Tn7 DDE FP	HTRA1 inhibitor	ABHD4 inh	PRMT1 inh	PG9 binder	TCR-CD3 inh	LEDGF integ inh	SIAE inh	TDP2 inh	UHRF1 binding
COc1cccc(/C=C2\SC(N3CCCC(C)C3)=NC2=O)c1OC (centres undefined)	8	9	1	6	-0.8	6	-3	6	16	-1
COc1ccc(S(=O)(=O)NCCSCc2ccco2)cc1OC	6	2	5	11	-0.3	0	4	-1	-1	2
CC(C)C(=O)N1CCCC1(C)C(=O)NCc1ccccn1 (centres undefined)	2	.	0	-2	-1.4	-1	-1	-5	1	0
COc1ccc(C(=O)NNC(=O)CNC(=O)C2CCCCC2)cc1	-2	0	0	4	0.6	-3	-1	-3	6	4
Cc1ccc(-c2nc(=O)[nH]c3ccc(Br)cc23)cc1	3	0	-2	2	1.1	0	2	0	3	-3
COC(=O)c1ccc(-n2nnnc2SC)cc1	-1	0	0	0	-0.5	9	2	0	2	0
Cc1ccnc(NC(=O)CNC(=O)c2ccccc2Br)c1	-1	2	0	-1	-2.6	-14	2	-5	-11	2
O=C(OCc1nnc(-c2ccc([N+](=O)[O-])cc2)o1)C1CCN(C(=O)c2ccc(F)cc2)CC1	1	9	5	-1	-1.0	-3	-1	7	-6	0
O=c1oc2ccccc2c(O)c1/C=C1\C=Nc2ccccc21	0	-14	-19	1	-1.8	-4	4	-5	-5	-1
Cc1ccc(S(=O)(=O)N2[C@@H](c3ccc(Br)cc3)C(C(=O)O)=CC[C@H]2c2ccc3c(c2)OCO3)cc1	6	-15	12	0	0.8	1	1	-5	-9	0
CCOC(=O)Cc1csc(NC(=O)c2cc(C)c(C)s2)n1	-4	-9	-10	-2	0.2	-7	5	-4	-15	1

# A different layout for 4 compounds above.
# The line under a structure holds: Tn7 DDE FP, HTRA1 inhibitor, ABHD4 inh, PRMT1 inh, PG9 binder, TCR-CD3 inh, LEDGF integ inh, SIAE inh, TDP2 inh, UHRF1 binding
COc1cccc(/C=C2\SC(N3CCCC(C)C3)=NC2=O)c1OC (centres undefined)
→ 8, 9, 1, 6, -0.8, 6, -3, 6, 16, -1
COc1ccc(S(=O)(=O)NCCSCc2ccco2)cc1OC
→ 6, 2, 5, 11, -0.3, 0, 4, -1, -1, 2
CC(C)C(=O)N1CCCC1(C)C(=O)NCc1ccccn1 (centres undefined)
→ 2, ., 0, -2, -1.4, -1, -1, -5, 1, 0
COc1ccc(C(=O)NNC(=O)CNC(=O)C2CCCCC2)cc1
→ -2, 0, 0, 4, 0.6, -3, -1, -3, 6, 4
